Assay outcomes (PubChem BioAssay)
AGP1 TOR yeast = yeast TOR pathway AGP1-GFP modulation. S. cerevisiae AGP1-GFP multiplex flow cytometry, 3 h; GFP as percent of DMSO wells. 320,000 compounds, 0.02% hits. GFP response vs DMSO, % at 10 µM. AID 2066;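 active means GFP response relative to DMSO above a set limit, near screen average plus 3 SD, cut at about 150% in these data; inconclusive means fewer than 70 cells counted for the yeast strain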;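 further: median GFP channel fluorescence of the gated AGP1 strain per well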
Efflux pump inh = inhibitors of Candida antifungal efflux pumps expressed in yeast | inhibition, % at 10 µM | 330,000 compounds, 0.44% hits | S. cerevisiae Candida pump triplex, Nile Red efflux;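 active means plate passing quality check with inhibition over a set limit, or well fluorescence over plate mean plus 4 SD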;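 further: Nile Red retained in pooled yeast measured as flow cytometry median fluorescence; 0% = buffer negative control and 100% = Enniatin B positive control; higher means more Nile Red kept so more efflux inhibition; some compounds called inactive have numbers as strong as hits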
CIT2 TOR yeast = alters CIT2-GFP fluorescence in TOR pathway yeast screen | S. cerevisiae CIT2-GFP strain, flow cytometry, 3 h; 100 means same as DMSO wells | GFP response vs DMSO, % at 10 µM | 320,000 compounds, 0.065% hits;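 active means GFP response relative to DMSO above a set limit, near the screen mean plus 3 SD, cut at about 150% in these data; inconclusive means Fewer than 70 cells measured for a yeast strain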;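 further: ratio of well median GFP fluorescence to mean of DMSO wells on the plate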
Yeast superoxide = lowers age-related superoxide in aged yeast cells; 330,000 compounds, 0.18% hits; superoxide response (% of plate mean), % at 10 µM; S. cerevisiae aged cells, superoxide DHE fluorescence; active compounds read low;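 active means superoxide response under a set limit, about three screen SD below normal, cut at about 65% in these data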;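 further: yeast aged for seven days with compound at 30 °C before DHE staining; 100% = average MFI of all compound-treated wells on the plate with controls excluded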
RPL19A TOR yeast = alters RPL19A-GFP fluorescence in TOR pathway yeast screen | S. cerevisiae RPL19A-GFP strain, flow cytometry, 3 h; active compounds read low | percent response vs DMSO, % at 10 µM | 330,000 compounds, 0.3% hits | AID 2025;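 active means percent response vs DMSO below 50%; inconclusive means fewer than 70 events counted for the yeast strain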;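 further: median channel GFP fluorescence of the barcoded RPL19A-GFP strain; ratio of sample median GFP to plate DMSO average so 100% = DMSO; lower means less RPL19A-GFP as with rapamycin TOR inhibition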
AHR act = human AHR activation. P35869. AHR-responsive luciferase reporter cells, luminescence. activation, % at 5 µM. 320,000 compounds, 2.5% hits. AID 2796; in the data active means activation above about 47%;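 further: 0% = vehicle wells and 100% = reference agonist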
Target sequence (P35869 whole entry, looked up): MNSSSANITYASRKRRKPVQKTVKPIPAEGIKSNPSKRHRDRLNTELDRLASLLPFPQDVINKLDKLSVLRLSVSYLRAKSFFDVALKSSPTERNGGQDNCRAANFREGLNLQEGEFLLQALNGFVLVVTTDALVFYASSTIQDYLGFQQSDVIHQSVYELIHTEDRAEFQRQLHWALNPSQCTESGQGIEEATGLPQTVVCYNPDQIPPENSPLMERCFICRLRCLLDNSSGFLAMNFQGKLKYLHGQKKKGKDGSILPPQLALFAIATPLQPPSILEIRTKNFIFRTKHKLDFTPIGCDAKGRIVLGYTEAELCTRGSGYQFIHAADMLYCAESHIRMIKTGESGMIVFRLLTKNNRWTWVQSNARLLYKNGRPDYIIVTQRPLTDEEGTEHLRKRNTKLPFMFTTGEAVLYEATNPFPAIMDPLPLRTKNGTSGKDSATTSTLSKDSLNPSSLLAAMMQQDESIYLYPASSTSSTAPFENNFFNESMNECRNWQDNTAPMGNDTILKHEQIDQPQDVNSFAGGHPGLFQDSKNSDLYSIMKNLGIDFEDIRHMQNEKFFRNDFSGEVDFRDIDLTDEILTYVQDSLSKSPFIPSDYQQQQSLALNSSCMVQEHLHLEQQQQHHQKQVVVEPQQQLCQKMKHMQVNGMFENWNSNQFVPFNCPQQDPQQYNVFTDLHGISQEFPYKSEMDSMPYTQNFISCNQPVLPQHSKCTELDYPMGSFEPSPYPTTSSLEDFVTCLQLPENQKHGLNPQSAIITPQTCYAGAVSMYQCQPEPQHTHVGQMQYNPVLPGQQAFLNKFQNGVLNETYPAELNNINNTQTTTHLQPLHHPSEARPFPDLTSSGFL
MEP2 TOR yeast = modulators of TOR pathway MEP2-GFP in S. cerevisiae | GFP response vs DMSO, % at 10 µM | S. cerevisiae MEP2-GFP strain, flow cytometry GFP, 3 h; 100% = DMSO control level | 330,000 compounds, 0.51% hits;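 active means GFP response versus DMSO above a set limit, roughly screen mean plus 3 SD, cut at about 180% in these data; inconclusive means fewer than 70 cells counted for a yeast strain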;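 further: median GFP fluorescence of the barcode-gated MEP2-GFP cells per well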
LAP4-GFP MLPCN = alters LAP4-GFP fluorescence in TOR pathway yeast screen; S. cerevisiae LAP4-GFP multiplex, flow cytometry GFP, 3 h; median GFP as percent of DMSO wells; AID 2023; GFP response vs DMSO, % at 10 µM; 320,000 compounds, 0.34% hits;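 active means GFP response vs DMSO above a set limit, about the screen mean plus 3 SD, cut at about 150% in these data; inconclusive means under 70 cell events counted for the yeast strain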
Active calls of the source: *; ? = inconclusive; · = no result given; [ ] = dose if it differs, or a comment.

Start of the data: the first two entries as a preview:
SMILES | AGP1 TOR yeast | Efflux pump inh | CIT2 TOR yeast | Yeast superoxide | RPL19A TOR yeast | AHR act | MEP2 TOR yeast | LAP4-GFP MLPCN
Cc1nnc(NC(=O)CC(C)c2ccccc2)s1 (configuration not stated) | 101 | 0.0 | 98 | 100 | 100 | 3 | 100 | 102
COc1ccc(Cl)cc1S(=O)(=O)N1CCC(C(=O)N2CCOCC2)CC1 | 101 | 0.1 | 104 | 98 | 103 | -2 | 105 | 96

The list itself (from the top)
SMILES | AGP1 TOR yeast | Efflux pump inh | CIT2 TOR yeast | Yeast superoxide | RPL19A TOR yeast | AHR act | MEP2 TOR yeast | LAP4-GFP MLPCN
Cc1nnc(NC(=O)CC(C)c2ccccc2)s1 (configuration not stated) | 101 | 0.0 | 98 | 100 | 100 | 3 | 100 | 102
COc1ccc(Cl)cc1S(=O)(=O)N1CCC(C(=O)N2CCOCC2)CC1 | 101 | 0.1 | 104 | 98 | 103 | -2 | 105 | 96
COc1ccccc1NS(=O)(=O)c1cccc(NC(=O)c2nn(C)c(=O)c3ccccc23)c1 | 111 | -0.3 | 102 | 96 | 110 | 2 | 110 | 112
CC(=O)Nc1ccc(S(=O)(=O)N(C)CC(=O)OC(C)C(=O)N(C)C2CCCCC2)cc1 (configuration not stated) | 88[may fluoresce red and violet] | -0.2 | ? | 98 | ? | -3 | ? | ?
O=C(C1=COCCO1)N(Cc1nnc(-c2ccccc2Cl)o1)C1CC1 | 87 | 0.1 | 81 | 87 | 88 | 1 | 93 | 88
COc1cc(NC(=O)c2cc(C)nc3ccccc23)cc(OC)c1OC | 97 | -0.1 | 93 | 89 | 94 | 6 | 94 | 86
CCOC(=O)N1CCN(C(=O)/C(=C/c2ccc(N(C)C)cc2)NC(=O)c2ccccc2)CC1 | 111 | -0.1 | 107 | 100 | 108 | 3 | 100 | 109
CCC1CSC(Nc2ccc(C(=O)/C=C/c3ccc(Br)cc3)cc2)=N1 (configuration not stated) | 84 | 0.1 | 79 | 83 | 96 | 15 | 78 | 129
CCOC(=O)CSc1nc(COc2ccccc2)nc2ccccc12 | 104 | -0.2 | 98 | 114 | 101 | 6 | 105 | 108
CCCn1c2ccccc2c2cnn(CC(=O)NCCN(C)C)c(=O)c21 | 102 | 0.0 | 102 | 101 | 107 | · | 107 | 101
COc1ccccc1N1CCN(C(=O)CN(C)S(=O)(=O)c2ccc3c(c2)c(=O)n(C)c(=O)n3C)CC1 | 96 | 0.1 | 101 | 99 | 97 | 1 | 97 | 99
O=C(Cn1ncc2c([nH]c3ccccc32)c1=O)N1CCN(c2ccccn2)CC1 | 100 | 0.1 | 99 | 100 | 104 | 1 | 105 | 95
CCOC(=O)N1CCN(C(=O)C(C)NC(=O)c2ccco2)CC1 (configuration not stated) | 85 | 0.0 | 87 | 104 | 89 | 0 | 89 | 83
CCN(C(=O)Cn1cnc2cc([N+](=O)[O-])ccc2c1=O)C1CCS(=O)(=O)C1 (configuration not stated) | 110 | -0.3 | 109 | 109 | 115 | 5 | 108 | 106
CC(C)Cn1c(N)c(C(=O)COC(=O)CCc2nc3ccccc3s2)c(=O)n(C)c1=O | 103 | -0.2 | 99 | 112 | 96 | 1 | 97 | 104
COc1cccc(CNC(=O)CCCn2nc(C)c3c(C)n(-c4ccccc4)nc3c2=O)c1 | 102 | -0.2 | 106 | 95 | 94 | -1 | 97 | 97
NCCn1c(-c2ccccc2)cc(C(=O)O)c1-c1ccccc1F | 89 | -0.1 | 96 | 110 | 103 | 0 | 89 | 106
Cc1csc(NC(=O)CSCC(=O)O)c1-c1nc2ccccc2s1 | · | -0.1 | · | 95 | 100 | 5 | 102 | ·
O=C(COC(=O)c1ccc([N+](=O)[O-])o1)NC1CCS(=O)(=O)C1 (configuration not stated) | 103 | 0.1 | 96 | 91 | 100 | -4 | 101 | 100
Cc1c(NC2=C(Cl)C(=O)N(c3ccccc3)C2=O)c(=O)n(-c2ccccc2)n1C | 99 | -0.2 | 95 | 96 | 97 | 3 | 97 | 143
C=CCn1cnc2c(nnn2-c2ccc(C)c(C)c2)c1=O | 105 | -0.3 | 98 | 103 | 102 | 3 | 109 | 124
Cc1cc(NC(=O)CSc2nc3ccccc3c(=O)n2C2CCCC2)no1 | 98 | 0.5 | 102 | 95 | 104 | -1 | 95 | 105
Cc1ccc(/C=N/NC(=O)CN(Cc2ccccc2)S(=O)(=O)c2ccc3c(c2)OCCO3)cc1 | 91 | -0.3 | 95 | 98 | 95 | 3 | 98 | 89
COc1ccc(C2Nc3cccc4cccc(c34)N2)cc1 | 100 | -0.2 | 84 | 86 | 97 | 29 | 101 | 126
COc1cccc([C@@H]2CC=C(C(=O)O)[C@H](c3ccc(C)cc3)N2S(=O)(=O)c2ccc(C)cc2)c1 | 100 | -0.2 | 88 | 70 | 101 | 1 | 102 | 105
CSCC(O)Cn1ncc2ccccc2c1=O (configuration not stated) | 106 | 0.4 | 94 | 102 | 100 | 0 | 94 | 103
CC(=O)NCC(=O)N(Cc1ccco1)C1(C(=O)NC2CCCCC2)CCCCC1 | 109 | -0.1 | 112 | 90 | 108 | 2 | 114 | 112
Cc1nc(CC(=O)NNS(=O)(=O)c2ccc(F)c(Cl)c2)cs1 | 103 | 0.0 | 109 | 108 | 104 | 1 | 104 | 99
O=C(NCC1CC1)c1ccccc1Cl | 97 | 0.1 | 102 | 89 | 100 | 1 | 103 | 92
NC(=O)c1ccc(C(F)(F)F)n(Cc2ccccc2Cl)c1=O | 106 | -0.2 | 101 | 114 | 101 | 7 | 116 | 92
Cc1coc2c1c(C)cc1oc(=O)c(CC(=O)NCC(=O)O)c(C)c12 | 99 | 0.0 | 93 | 104 | 103 | · | 105 | 101
Cc1ccc(C)c(NC(=O)COC(=O)c2nn(C)c(=O)c3ccccc23)c1 | 105 | 0.2 | 98 | 89 | 103 | 0 | 103 | 110
COc1ccc(NC(=O)c2cccc(S(=O)(=O)N3CCOCC3)c2)cn1 | 108 | -0.1 | 105 | 95 | 103 | 0 | 104 | 111
CCCc1nnc(SCC(=O)N2CCCC(C)C2)n1CCOC (configuration not stated) | 98 | 0.2 | 99 | 117 | 96 | 1 | 94 | 105
COc1ccc2ccccc2c1/C=N\NC(=O)c1ccc(C)s1 | 80 | -0.1 | 89 | 105 | 110 | · | 99 | 98
COc1ccc(S(=O)(=O)N2CCOC2CNC(=O)C(=O)NCCCN2CCOCC2)cc1OC (configuration not stated) | 95 | -1.0 | 99 | 111 | 97 | 2 | 98 | 81
CC(=O)c1c(C)[nH]c(C(=O)OCCOc2ccccc2)c1C | 85 | -0.1 | 103 | 102 | 99 | 3 | 101 | 92
C[n+]1ccc(/C=C/c2c[nH]c3ccccc23)cc1 | 125 | 2.6* | 274* | 112 | 131 | 23 | 403* | 214*
CCOc1ccc(NC(=O)C23CC4CC(C2)CC(c2ccccc2)(C4)C3)cc1 | 105 | -0.1 | 104 | 102 | 102 | 4 | 109 | 105
O=c1c2ccccc2c(C=NC2CCN(Cc3ccccc3)CC2)c(O)n1Cc1ccc2c(c1)OCO2 | 98 | 0.1 | 97 | 111 | 96 | 1 | 97 | 98
NNC(=O)Cn1cnc2ccccc21 | 89 | -0.1 | 93 | 80 | 91 | 29 | 98 | 105
O=C1CCCN1CCCNC(=S)Nc1ccccc1 | 104 | 0.0 | 103 | 95 | 94 | 0 | 96 | 105
CSc1n[nH]c(-c2ccc(C(F)(F)F)cc2)n1 | 98 | 0.0 | 92 | 99 | 94 | 26 | 98 | 106
O=C1CC(O)(c2ccccc2)C(c2ccccc2)=C1c1ccccc1 (configuration not stated) | 104 | -0.1 | 102 | 110 | 107 | 4 | 100 | 97
COc1ccc(C2=NOC(Cn3nc(C(=O)NCc4ccc5c(c4)OCO5)cc3-c3ccccc3)C2)cc1 (configuration not stated) | 105 | 0.0 | 97 | 107 | 101 | 4 | 106 | 98
CCN1C(=O)[C@H]2[C@@H](c3ccc(C)cc3)N3C(=O)N(c4cccc(Cl)c4)C(=O)[C@@]3(CC(C)C)[C@H]2C1=O | 76 | 0.3 | 68 | 102 | 93 | 6 | 85 | 99
Cc1c(NC(=O)COC(=O)c2ccc(S(=O)(=O)N3CCOCC3)cc2)c(=O)n(-c2ccccc2)n1C | 91 | 0.2 | 89 | 99 | 100 | 0 | 96 | 92
Cc1ccc(S(=O)(=O)NC(=O)c2ccc(F)cc2)c(C)c1 | 95 | -0.1 | 98 | 99 | 99 | -3 | 92 | 95
Cc1ccc(S(=O)(=O)c2c(C)cc(C)nc2N2CCCC2)cc1 | 95 | 0.0 | 96 | 103 | 99 | 1 | 93 | 104
COc1cc(/C=N/Nc2ccccc2[N+](=O)[O-])cc(OC)c1O | 100 | 0.1 | 101 | 117 | 114 | 15 | 110 | 106
CCn1cc(Br)c(C(=O)N(C)Cc2ccccc2)n1 | 96 | 0.0 | 94 | 113 | 93 | -5 | 98 | 96
CC1CCCC(C)N1S(=O)(=O)c1ccc(S(=O)(=O)NCc2ccccc2)cc1 (configuration not stated) | 112 | -0.2 | 102 | 106 | 103 | 0 | 107 | 101
COc1nccnc1NS(=O)(=O)c1ccc(NC(=S)NC(=O)c2cccnc2)cc1 | 103 | 0.0 | 101 | 91 | 109 | 0 | 111 | 99
CCOC(=O)C1(CCOC)CCN(C/C=C/c2ccccc2OC)CC1 | 97 | 0.0 | 108 | 90 | 102 | 7 | 112 | 91
COc1ccc(NC(=O)CN(C)C(=O)c2ccc(NS(=O)(=O)c3cccc([N+](=O)[O-])c3)cc2)cc1 | 102 | -0.1 | 100 | 115 | 98 | 0 | 103 | 101
CCN(CCO)Cc1cn[nH]c1-c1ccc(C)c(C)c1 | 112 | 0.0 | 106 | 103 | 101 | -1 | 110 | 98
O=C(CN1C(=O)C2CCCCC2C1=O)OCC(=O)c1ccc(Cl)s1 (configuration not stated) | 96 | 0.0 | 99 | 104 | 97 | 3 | 100 | 98
O=C(COc1cccc(F)c1)NNC(=O)c1cccc(-n2cccc2)c1 | 102 | 0.1 | 96 | 100 | 101 | 6 | 101 | 100
c1cnc(SCCCOc2ccc3ccccc3c2)nc1 | 88 | -0.1 | 82 | 110 | 95 | 3 | 101 | ·
N#Cc1ccc(C(=O)Nc2cccc3cccnc23)c(F)c1 | 91 | 0.1 | 104 | 97 | 103 | -3 | 97 | 84
Other entries
SMILES | AGP1 TOR yeast | Efflux pump inh | CIT2 TOR yeast | Yeast superoxide | RPL19A TOR yeast | AHR act | MEP2 TOR yeast | LAP4-GFP MLPCN
COCc1nc2ccccc2n1CCOc1ccccc1OC | 118 | 0.2 | 109 | 75 | 106 | 2 | 101 | 98
Nn1c(SCC(=O)NC2CCCCC2)nnc1-c1ccccc1F | 102 | 0.0 | 101 | 95 | 102 | 2 | 99 | 100
COc1cnc(-c2ccccn2)nc1Oc1ccccc1 | 104 | 0.1 | 105 | 101 | 103 | 4 | 104 | 104
N#Cc1ccccc1Cn1cc(/C=C/[N+](=O)[O-])c2ccccc21 | 98 | -0.3 | 89 | 95 | 93 | -1 | 84 | 156*
COC(=O)C1=C(COc2ccccc2)NC(=O)NC1c1ccc(Br)cc1 (configuration not stated) | 94 | 0.0 | 97 | 96 | 101 | 0 | 97 | 128
Cc1ccc(C(=O)/C=C/c2c[nH]c3ccccc23)cc1 | 90 | 0.1 | · | 88 | 96 | 52* | 93 | 115
O=C(CCN1C(=O)/C(=C/c2ccc(F)cc2)SC1=S)NCCCn1ccnc1 | 89 | 2.1* | 97 | 128 | 100 | 6 | 103 | 78
O=C(CCN1CCN(CCO)CC1)Nc1ccc(OCc2ccccc2)cc1 | 107 | 0.3 | 100 | 106 | 102 | -1 | 96 | 105
